# Assay outcomes (PubChem)
# CAL PDZ FP-1 – inhibitors of human CAL PDZ peptide binding | purified CAL PDZ, TMR-peptide fluorescence polarization, 1 h | inhibition, % at 20 µM | AID 504414 | Q9HD26 | hit rate 0.02% among 330,000;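 active = highest replicate inhibition of at least 40%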;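 also: plate controls were DMSO neutral control wells for no effect and unlabeled competitor peptide control wells for full effect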
#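 Material: tagged CAL PDZ domain; buffer or medium: 25 mM sodium phosphate pH 7.4, 150 mM NaCl, TCEP, IgG, Thesit; compound dosing: single point, 20 µM; schedule: 1 h incubation at room temperature before polarization reading; measured by: FP readout, S and P plane fluorescence; read-out basis: percent inhibition from loss of millipolarization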
# dFosB activator – mouse delta FosB homodimer activation. P13346. purified delta FosB, TAMRA-CDK5 oligo fluorescence polarization; percent of positive-control signal above neutral wells. activation, % at 25 µM. hit rate 0.99% among 340,000. AID 493131;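 active = mean activation above about 17%, with every replicate also reaching it, limit read from the data, passing the limit was not always enough; inconclusive = only one of the two conditions met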;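 also: fluorescence polarization rise as delta FosB binds a TAMRA Cdk5 AP-1 oligo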
# Target sequence (P13346 whole entry, looked up): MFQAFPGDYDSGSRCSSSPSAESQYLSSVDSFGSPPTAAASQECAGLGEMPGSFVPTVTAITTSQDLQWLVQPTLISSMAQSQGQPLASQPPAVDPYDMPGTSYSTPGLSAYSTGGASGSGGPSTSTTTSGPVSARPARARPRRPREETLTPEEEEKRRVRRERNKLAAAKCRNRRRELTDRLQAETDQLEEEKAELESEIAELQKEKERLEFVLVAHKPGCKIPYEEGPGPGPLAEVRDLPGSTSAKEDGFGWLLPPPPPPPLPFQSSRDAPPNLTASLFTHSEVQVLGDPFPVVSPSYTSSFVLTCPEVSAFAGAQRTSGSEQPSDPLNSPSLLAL
# Rtt109 HAT inh – blocks Candida albicans Rtt109/Vps75 acetyltransferase activity | inhibition, % at 34.9 µM | AID 540336 | purified Rtt109/Vps75, ThioGlo CoA-SH fluorescence, 4 h | hit rate 0.16% among 330,000 | Q5AAJ8;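 active = inhibition of at least 50% in every replicate; inconclusive = best replicate reaches 50% inhibition but some replicates fall short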
# MITF act – MITF TRPM1 promoter activation in melanoma cells. SK-MEL-5 TRPM1-promoter luciferase, 24 h; % of positive control, neutral wells = 0. activation, % at 12.5 µM. hit rate 0.75% among 300,000;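 active = mean activation of at least 80% with every replicate also reaching 80%; inconclusive = mean reaches 80% but some replicate falls short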;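 also: 0% = neutral control wells and 100% = parthenolide positive control wells; values of inactives mirror those of a sister screen read the other way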
# RTF Ca sens act – cardiac RTF calcium sensitization | hit rate 0.24% among 340,000 | P19429+P45379 | activation, % at 7.2 µM | IANBD-labeled TnC RTF fluorescence at EC20 calcium; 0% EC20 calcium, 100% full calcium;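 active = activation above the mean over all tested compounds plus 3 SD, cut at about 30% in these data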;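 also: rise in fluorescence read as greater calcium sensitivity of cardiac thin filaments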
# V-ATPase pH – yeast V-ATPase proton transport regulation by pHLuorin; S. cerevisiae, pHLuorin cytosolic pH fluorescence; response, % at 10 µM; hit rate 0.37% among 350,000; AID 504577; in the data active = response mostly above about 7.3%, no sharp cut-off; inactive = mostly below about 5.4%; also: actives read high; inactives centre near 0; some compounds called inactive have numbers as strong as hits; reference of the scale not given here
# Tat transport – inhibitors of E. coli Tat protein transport; E. coli MC4100 TorA-mCherry Tat export, fluorescence; inhibition, % at 10 µM; hit rate 0.036% among 340,000;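 active = mean replicate inhibition at least 50% and at least half of replicates individually reaching 50%; inconclusive = only one of the two criteria met; inactive = neither criterion met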;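 also: exported cargo escapes ClpAP degradation while cytoplasmic cargo is degraded and loses fluorescence; 0% = median of neutral control wells and 100% = median of NaSCN control wells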
# Wnt act – Wnt/beta-catenin pathway activation. AID 743398. Wnt/beta-catenin reporter cell assay, activator, plate reader. hit rate 1.2% among 300,000. activation, % at 9.35 µM; in the data active = activation above about 30%, passing the limit was not always enough; inconclusive = no clear call, values can overlap the other calls;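 also: 0% = neutral control wells and 100% = positive control wells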
# CDK5 inh – inhibitors of human CDK5/p35 kinase | Q00535+Q15078 | Recombinant CDK5/p35, ADP-Glo luminescence, 60 min | inhibition, % at 10 µM | hit rate 0.01% among 330,000 | AID 488839;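 active = highest replicate inhibition of at least 50% and at least 75% of replicates reaching 50%; inconclusive = only one of the two criteria met; inactive = both criteria failed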;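 also: plate controls were DMSO neutral control for no effect and GW8510 at 10 µM for full effect; many of its hits are not listed in these tables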
# Target sequence (Q00535 whole entry, looked up): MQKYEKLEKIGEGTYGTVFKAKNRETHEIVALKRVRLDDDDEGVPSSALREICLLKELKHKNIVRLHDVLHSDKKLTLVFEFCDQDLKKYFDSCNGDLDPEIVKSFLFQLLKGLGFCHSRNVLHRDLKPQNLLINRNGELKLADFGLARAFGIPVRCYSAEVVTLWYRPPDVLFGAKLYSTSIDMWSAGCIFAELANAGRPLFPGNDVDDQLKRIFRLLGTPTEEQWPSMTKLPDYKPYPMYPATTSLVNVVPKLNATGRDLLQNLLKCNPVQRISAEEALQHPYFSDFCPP
# Target sequence (Q15078 whole entry, looked up): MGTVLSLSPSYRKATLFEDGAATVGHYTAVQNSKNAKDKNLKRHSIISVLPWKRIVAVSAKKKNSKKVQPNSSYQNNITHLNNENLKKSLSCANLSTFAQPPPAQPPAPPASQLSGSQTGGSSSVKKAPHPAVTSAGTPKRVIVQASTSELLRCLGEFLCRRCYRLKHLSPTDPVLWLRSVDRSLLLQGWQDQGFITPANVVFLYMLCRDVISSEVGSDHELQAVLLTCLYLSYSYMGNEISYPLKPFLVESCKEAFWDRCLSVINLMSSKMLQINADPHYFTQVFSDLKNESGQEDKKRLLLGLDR
# CAL PDZ FP-2 – blocks peptide binding to the human CAL PDZ domain | Q9HD26 | purified CAL PDZ, TMR-peptide fluorescence polarization, 1 h | inhibition, % at 24.9 µM | hit rate 0.92% among 300,000 | AID 602252;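 active = mean inhibition of at least 30% with at least half of replicates also reaching 30%; inconclusive = no clear call, values can overlap the other calls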;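 also: 0% = DMSO neutral control and 100% = excess unlabeled competitor peptide PRC23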
# An asterisk follows results filed as active; ? = inconclusive; . = no result given.
# The first 6 compounds as a preview:
SMILES,CAL PDZ FP-1,dFosB activator,Rtt109 HAT inh,MITF act,RTF Ca sens act,V-ATPase pH,Tat transport,Wnt act,CDK5 inh,CAL PDZ FP-2
O=C(NC(CC(=O)N1CCN(c2ccccc2O)CC1)c1ccccc1)c1ccccc1Cl (stereo not given),-0.8,-3,11,6,2,6,2,1,2.7,-5
O=C(COc1ccc([N+](=O)[O-])cc1)NNC(=O)c1cccnc1,-3.3,-5,23,7,2,7,0,-3,1.1,-1
CCc1nnc(NC(=O)c2n[nH]c(=O)c3ccccc23)s1,-1.5,-1,-4,1,5,-5,-2,2,0.1,2
Cc1ccc(NC(=S)Nc2cc(C(=O)O)ccc2N2CC3CC(C2)c2cccc(=O)n2C3)cc1C (stereo not given),-1.1,-11,4,5,7,1,-5,0,3.1,.
O=C(CCc1c[nH]c2ccccc12)N/N=C/c1ccc2c(c1)OCO2,-2.1,-2,3,12,6,1,0,3,1.4,-7
C=CCN(C(=O)c1csnn1)C(C(=O)NCc1ccc(F)cc1)c1cccs1 (stereo not given),1.0,-5,1,-3,3,-3,24,1,-7.8,0

# The whole of this part (from the top)
SMILES,CAL PDZ FP-1,dFosB activator,Rtt109 HAT inh,MITF act,RTF Ca sens act,V-ATPase pH,Tat transport,Wnt act,CDK5 inh,CAL PDZ FP-2
O=C(NC(CC(=O)N1CCN(c2ccccc2O)CC1)c1ccccc1)c1ccccc1Cl (stereo not given),-0.8,-3,11,6,2,6,2,1,2.7,-5
O=C(COc1ccc([N+](=O)[O-])cc1)NNC(=O)c1cccnc1,-3.3,-5,23,7,2,7,0,-3,1.1,-1
CCc1nnc(NC(=O)c2n[nH]c(=O)c3ccccc23)s1,-1.5,-1,-4,1,5,-5,-2,2,0.1,2
Cc1ccc(NC(=S)Nc2cc(C(=O)O)ccc2N2CC3CC(C2)c2cccc(=O)n2C3)cc1C (stereo not given),-1.1,-11,4,5,7,1,-5,0,3.1,.
O=C(CCc1c[nH]c2ccccc12)N/N=C/c1ccc2c(c1)OCO2,-2.1,-2,3,12,6,1,0,3,1.4,-7
C=CCN(C(=O)c1csnn1)C(C(=O)NCc1ccc(F)cc1)c1cccs1 (stereo not given),1.0,-5,1,-3,3,-3,24,1,-7.8,0
Cc1cc(=O)n2c(C)n[nH]c2n1,-0.4,2,0,.,3,-3,-9,-1,0.9,-8
COc1ccc(NC(=S)N(CCCN2CCCC2)Cc2cccn2Cc2ccc(Cl)cc2)cc1Cl,-5.8,48*,?,-9,-2,-2,13,-4,1.1,-7
O=C1CCC(C(=O)Nc2ccccc2)N1 (stereo not given),-0.7,-2,0,.,8,0,-3,.,-1.2,.
CCOC(=O)c1ccc(NC(=S)NC2CC(C)(C)NC(C)(C)C2)cc1,.,-3,-6,1,11,0,2,-1,-1.7,-7
O=C(CCCCCn1c(=S)[nH]c2ccc(N3CCOCC3)cc2c1=O)NCc1ccc2c(c1)OCO2,9.9,-7,-6,-11,-6,0,3,-11,0.8,-1
CCN1CCN(Cc2ccccc2NC(=O)Nc2ccc(C)cc2)CC1,-1.0,0,-2,76,-2,-1,3,.,0.7,-4
Cc1ccc(C(=O)NC(=S)NNC(=O)c2ccccc2[N+](=O)[O-])cc1,-0.4,-1,4,.,-2,2,-5,.,0.5,.
N#C/C(=N\Nc1ccccc1F)c1nc(-c2ccccc2)cs1,-1.3,-5,-15,-1,1,1,0,-2,1.4,7
Cc1ccc(C)c(N2C(=O)CC(Cc3ccc(Br)cc3)C2=O)c1 (stereo not given),-0.7,-4,5,-2,-8,1,2,-1,-0.6,.
CC(Sc1ccc(Cl)cc1)C(=O)NNC(=O)c1ccncc1 (stereo not given),-0.3,-7,-4,-1,-1,-4,-3,-2,-0.9,-1
COC(=O)C1CCN(C(=O)COC(=O)CCc2nc3ccccc3c(=O)[nH]2)CC1,-3.2,-4,17,-7,-3,-2,-2,-1,1.0,-2
COc1cc(C(=O)NCC(=O)N/N=C/c2cccc(OC(=O)c3ccco3)c2)cc(OC)c1OC,-3.5,-7,8,11,-7,2,1,2,-1.5,-1
CCc1nc2nc(C)c(NS(=O)(=O)c3ccc4c(c3)CCCC4)c(=O)n2[nH]1,-2.3,6,-7,8,-4,-1,-6,-1,-1.2,-2
COc1ccc(CCn2nc(C)c([N+](=O)[O-])c2C)cc1,0.6,-1,15,54,-4,0,-2,25,-0.2,38*
CN(C)c1ccc(/C(=N\O)c2ccccc2)cc1,0.2,-9,6,30,-9,2,10,.,-1.6,.
CCOCCCNC(=O)C(NC(=O)c1ccccc1O)c1ccc(Cl)cc1 (stereo not given),-2.9,-12,2,3,4,-3,6,.,-2.0,2
CCOCCCNC(=S)NCCNc1nc2ccc(C)cc2cc1C#N,-2.9,-5,-39,-17,2,-1,?,-4,-0.6,0
N#Cc1c(-c2ccccc2)nc2n(c1=O)CCS2,0.0,1,2,0,-4,-5,-3,.,-0.3,-1
COc1ccc(S(=O)(=O)NCC2CCC(C(=O)NCc3cccnc3)CC2)cc1 (stereo not given),-6.1,3,5,16,2,-2,2,-3,0.6,-7
CC(=O)C1=C(C)Nc2ncnn2C1c1cccc(Br)c1 (stereo not given),-0.1,0,11,25,-9,0,-11,2,0.8,-5
Cc1ccc2cn[nH]c2c1NC(N)=S,-2.3,-5,-2,-5,-5,-2,0,-2,-1.8,0
Cc1ccc(CN(C(=O)Cn2nnc3ccccc32)C(C(=O)NCc2ccco2)c2ccc(C)o2)cc1 (stereo not given),0.0,-17,8,-8,1,-1,14,.,0.0,-4
COc1cccc(N(CC(=O)NCCSc2ccc(Cl)cc2)S(C)(=O)=O)c1,-1.3,1,-5,.,3,0,2,.,-0.6,-2
Cc1ccc(S(=O)(=O)NC(=O)Nc2c(C)cccc2C)cc1,0.0,3,0,2,-2,0,7,-1,0.2,-4

# Ordered by value in MITF act (ascending): 3 from the list above
Structure,MITF act
N#Cc1c(-c2ccccc2)nc2n(c1=O)CCS2,0
CCc1nc2nc(C)c(NS(=O)(=O)c3ccc4c(c3)CCCC4)c(=O)n2[nH]1,8
CC(=O)C1=C(C)Nc2ncnn2C1c1cccc(Br)c1 (stereo not given),25

# Remaining list, next part:
SMILES,CAL PDZ FP-1,dFosB activator,Rtt109 HAT inh,MITF act,RTF Ca sens act,V-ATPase pH,Tat transport,Wnt act,CDK5 inh,CAL PDZ FP-2
Nn1c(SCC(=O)N2CCCc3ccccc32)nnc1-c1ccccc1,-1.8,-4,-16,7,-3,1,-8,-2,1.0,0
O=C(N/C(=C\c1cccs1)C(=O)N1CCOCC1)c1cccs1,-2.2,4,9,-2,6,3,-8,3,0.4,-3
O=C1CCN(Cc2ccccc2)CCN1CCOc1ccccc1,0.2,2,-1,85*,9,5,-7,13,0.9,-5
CCCCN1C(Nc2ccccc2)=NC[C@@H]1Cc1ccccc1,0.5,-12,-7,-9,0,4,0,0,0.3,-3
CCC1CCC2(CC1)NNC(=S)NN2,-0.8,3,-2,-22,-9,1,-7,.,1.0,-2
CN(CC(=O)NCc1ccc2c(c1)OCO2)CC(=O)Nc1ccc(F)c(F)c1F,-0.1,-2,0,.,-3,1,5,1,1.0,-2
COc1cccc(NC(=O)C(c2ccccc2)N2CCNC(=O)C2)c1 (stereo not given),-0.3,-1,3,1,1,-1,2,.,-0.2,2
COc1ccc(Cc2nnc(NC(=O)c3ccc(Cl)c([N+](=O)[O-])c3)s2)cc1,-0.1,-7,3,.,0,-1,-6,0,-0.5,0
O=C(NCC1CCCO1)c1cccc(F)c1 (stereo not given),.,10,-27,10,-3,0,-8,.,-1.9,0
C=CCc1cc(Cl)ccc1OCCOCCNCCOC,-0.5,1,6,-9,-9,-6,2,-2,-0.8,-1
CCCCCOc1ccc(Br)cc1/C(C)=N/NC1=NCCN1,-7.2,3,26,-69,1,-1,-2,-28,-0.7,6
O=C(Cc1ccccc1F)Nc1ccc(S(=O)(=O)Nc2ncccn2)cc1,-3.0,-2,1,.,-1,3,-6,1,-0.3,-1
O=C(CSc1ccccn1)Nc1ccc2c(c1)CCC2,-2.3,2,-1,110*,-7,2,-4,.,-0.6,-1
CNc1cc(F)nc(F)n1,-2.8,-4,-1,-12,-3,4,6,-2,-1.4,0
CN(C)c1ccc(/C=N\NC(=S)SCN2C(=O)C3CCC(C)(C2=O)C3(C)C)cc1 (stereo not given),-1.7,-16,-6,-10,-1,4,1,.,0.8,-1
CNC(=O)/C(C#N)=C1\SC(Cc2ccc(F)cc2)C(=O)N1c1ccccc1C (stereo not given),-1.1,-16,8,-5,3,1,-7,-2,0.6,-4
Cc1c(Cl)cccc1Nc1n[nH]c(=S)s1,-0.8,-10,-1,-9,-4,3,-7,-2,5.3,-3
CC(N=C1NS(=O)(=O)c2ccccc21)C(=O)NCc1ccc(F)cc1 (stereo not given),-1.0,-3,-5,7,-6,1,3,1,0.9,.
N#Cc1cccc(NC(=O)COC(=O)CCc2nc3ccccc3c(=O)[nH]2)c1,-1.1,-5,-5,-10,0,-2,-18,-2,-0.3,-5
Cc1cc(C)n2[nH]c(=O)c(N=Nc3cccc(Cl)c3)c2n1,0.8,-5,6,2,5,.,-4,.,-0.4,-2
O=C1c2ccc(Oc3ccc4c(c3)C(=O)N(CCCCO)C4=O)cc2C(=O)N1CCCCO,-0.1,-9,-8,2,0,-2,-8,.,-2.3,-4
Cc1noc(C)c1C(=O)N1CCCC(N2CCN(c3cccc(C(F)(F)F)c3)CC2)C1 (stereo not given),-2.7,-8,-5,-6,2,2,1,0,-0.2,-4
CC(=O)C1=C(C)NC(SCc2ccc(C#N)cc2)=C(C#N)C1c1ccco1 (stereo not given),-0.1,0,-7,-7,0,3,3,-1,0.8,-3
Cc1ccc(/C=C2\Oc3c(ccc(O)c3CN3CCN(CCO)CC3)C2=O)cc1,-2.6,-5,.,12,32*,1,0,0,-3.8,-4
COc1ccc(C(=O)Nc2ccccc2C(=O)N2CCN(c3ccccc3)CC2)cc1,-0.5,-1,-3,3,-1,2,-5,5,-0.6,-1
COc1ccc(-c2cc(C(=O)N3CCOCC3)c3cc(C)ccc3n2)cc1,-1.6,-5,-4,6,-2,0,-1,2,0.7,1
COCCN(C(=O)CSc1ncn[nH]1)c1c(N)n(Cc2ccccc2)c(=O)[nH]c1=O,-1.1,7,-1,7,2,-1,-5,-3,1.7,-1
C/C(=N\NC(=O)c1cc2c(s1)CCC(C)C2)c1cccnc1 (stereo not given),-4.8,-42,-6,40,5,0,-1,-10,-1.3,1
O=C(O)C(Cc1ccccc1)N=Cc1c(O)c2ccccc2oc1=O (stereo not given),-0.7,-2,10,-11,-1,0,0,0,0.2,6
N#C/C(=C\c1cccnc1)c1ccc([N+](=O)[O-])cc1,.,6,1,32,2,-1,-13,-2,2.9,-7
